TAAR1 agonist: agonists of human TAAR1; Q96RJ0; CHO RD-HGA16 TAAR1, Fluo-8 calcium fluorescence; vehicle wells 0%, saturating PEA agonist 100%; activation, % at 3 µM; 360,000 tested, 0.99% active;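 active = activation above the mean activation of all test compounds in the run plus 3 SD, cut at about 38% in these data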
Target sequence (Q96RJ0 whole entry, looked up): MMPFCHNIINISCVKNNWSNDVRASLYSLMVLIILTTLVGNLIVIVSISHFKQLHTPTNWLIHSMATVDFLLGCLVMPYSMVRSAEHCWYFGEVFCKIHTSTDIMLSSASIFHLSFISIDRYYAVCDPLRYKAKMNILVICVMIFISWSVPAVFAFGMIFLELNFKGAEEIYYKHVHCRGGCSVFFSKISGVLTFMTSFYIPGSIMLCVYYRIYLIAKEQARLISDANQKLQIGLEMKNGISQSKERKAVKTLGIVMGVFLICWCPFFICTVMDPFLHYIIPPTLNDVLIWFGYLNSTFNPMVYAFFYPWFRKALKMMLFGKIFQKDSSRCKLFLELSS
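System: CHO RD-HGA16 cells carrying human TAAR1 plus Gα16; Incubation: 17-24 h seeding, 75 min 37 °C dye, 30 min RT; Measured by: Fluo-8 fluorescence, 5 s baseline then 140 s kinetic read; Control set: DMSO and PEA EC100; Replication: single well for each compound.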
CHRM1 PAM: human CHRM1 positive allosteric modulation; P11229; CHO-K1 hM1, Fluo-8 calcium fluorescence, ACh EC20; 0% = ACh EC20, 100% = maximal ACh; activation, % at 3 µM; 360,000 tested, 0.088% active; AID 588819; in the data active = activation above about 19%, passing the limit was not always enough
Target sequence (P11229 whole entry, looked up): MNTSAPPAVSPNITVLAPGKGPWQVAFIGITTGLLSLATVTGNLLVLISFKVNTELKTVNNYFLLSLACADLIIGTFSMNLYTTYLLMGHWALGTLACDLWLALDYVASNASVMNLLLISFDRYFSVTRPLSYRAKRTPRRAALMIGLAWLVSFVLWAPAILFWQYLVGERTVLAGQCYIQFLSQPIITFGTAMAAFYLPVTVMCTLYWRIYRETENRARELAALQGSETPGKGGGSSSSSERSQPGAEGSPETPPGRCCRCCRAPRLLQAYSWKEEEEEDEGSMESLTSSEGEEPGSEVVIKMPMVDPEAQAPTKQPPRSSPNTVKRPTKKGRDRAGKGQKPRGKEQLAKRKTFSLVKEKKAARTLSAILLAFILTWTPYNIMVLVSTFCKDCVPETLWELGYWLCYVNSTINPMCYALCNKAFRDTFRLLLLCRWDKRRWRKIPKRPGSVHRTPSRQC
CHRM1 antagonist: antagonists of human M1 muscarinic receptor. AID 588852. CHO-K1 hM1, Fluo-8 calcium fluorescence, ACh EC80 antagonist. 360,000 tested, 1.3% active. P11229. inhibition, % at 3 µM;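 active = percent inhibition above its own plate's cutoff, namely the mean of that plate's compound wells plus 3 SD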;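 note: peak over basal fluorescence ratio during 140 s after agonist addition; 0% = ACh EC80 plus DMSO and 100% = DMSO alone without agonist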
CHO-K1 Ca ag: counter-screen for M1 agonists: effect in parental CHO-K1 cells | Fluo-8 calcium fluorescence; scaled to maximal ATP response, vehicle zero | activation, % at 3 µM | 360,000 tested, 0.48% active | AID 602248; in the data active = activation above about 15%;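 note: untransfected CHO-K1 host cells lacking M1 receptor as counterscreen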
TAAR1 antagonist: antagonists of human TAAR1. Q96RJ0. CHO RD-HGA16 TAAR1, Fluo-8 calcium fluorescence, antagonist. inhibition, % at 3 µM. 360,000 tested, 1.5% active;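 active = inhibition above a per-plate cutoff, the mean inhibition of test compounds on that plate plus 3 SD, cut at about 49% in these data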;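 note: 0% = DMSO plus EC80 beta-PEA response and 100% = DMSO alone without agonist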
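System: RD-HGA16 CHO cells with stable hTAAR1 and Gα16 | Probe or stimulus: EC80 β-phenethylamine stimulus | Dosing: 3 µM, single point | Times: Dye loading 75 min at 37 °C, then 30 min room temperature | Measured by: Fluo-8 calcium-sensitive fluorescence | Read-out basis: % inhibition of agonist calcium response | Replicates: n of 1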
CHO-K1 Ca PAM: M1 PAM counterscreen hit in parental CHO-K1 cells. activation, % at 3 µM. ATP EC20, Fluo-8 calcium fluorescence; 0% at ATP EC20, 100% at ATP max. 360,000 tested, 0.02% active. AID 602247;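 active = activation above the run cutoff, the mean activation of all test compounds plus 3 SD, cut at about 40% in these data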;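 note: peak over basal fluorescence ratio in a 140 s read after ATP addition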
CHRM1 agonist: agonists of human M1 muscarinic receptor; CHO-K1 hM1, Fluo-8 calcium fluorescence, agonist mode; 0% DMSO, 100% acetylcholine EC100; 360,000 tested, 0.33% active; activation, % at 3 µM;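 active = activation above the run's mean compound activation plus 3 SD, cut at about 16% in these data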;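 note: peak over basal fluorescence ratio within a 140 s kinetic read after compound addition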
CHO parental Ca: counter-screen: ATP calcium response change in parental CHO cells | parental CHO-K1, ATP-induced calcium, Fluo-8 fluorescence | inhibition, % at 5.6 µM | 330,000 tested, 0.63% active;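 active = inhibition above that plate's mean sample inhibition plus 3 SD, cut at about 26% in these data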;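 note: 0% = ATP-challenged DMSO wells and 100% = DMSO wells without ATP; some compounds past the cut are filed as inactive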
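Assay system – parental CHO cells · Reagent – ATP stimulus · Detection – intracellular calcium via Fluo-8 no-wash fluorescent dye · Evaluation – percent inhibition of ATP-evoked calcium rise, normalized to controls · Controls – ATP wells versus no-ATP DMSO wells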
CHO-K1 Ca antag: nonselective inhibitor or artifact in parental CHO-K1 cells. ATP-induced calcium, Fluo-8 fluorescence. inhibition, % at 3 µM. 360,000 tested, 0.6% active. AID 602250;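 active = inhibition above a per-plate cutoff, the plate's mean sample inhibition plus 3 SD, cut at about 24% in these data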;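 note: 0% = DMSO plus EC80 ATP and 100% = DMSO alone without ATP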
Numbers without * were called inactive; x = no result given.

SMILES	TAAR1 agonist	CHRM1 PAM	CHRM1 antagonist	CHO-K1 Ca ag	TAAR1 antagonist	CHO-K1 Ca PAM	CHRM1 agonist	CHO parental Ca	CHO-K1 Ca antag
Cc1nnc2n1NC(c1ccc(Cl)cc1)C(C(=O)N(C)C1CCCCC1)S2 (stereo unspecified)	-2	12	-16	-0.2	-1	22	-3	-10	-9
O=C(CC(=O)Nc1ccccc1C(=O)O)NNC(=O)Cc1ccccc1	2	3	0	0.9	-18	10	0	-4	-8
CN(Cc1ccccc1)C(=O)COc1cc(=O)n(C)c2ccccc12	1	11	-17	0.8	-9	13	-2	-10	-5
Cc1nc(C(=O)N2CCCC(N3CCN(c4ccccc4C)CC3)C2)cs1 (stereo unspecified)	1	3	-16	1.9	-16	1	-3	-17	-9
COc1ccc(S(=O)(=O)N2CCN(C(=O)c3cccs3)CC2)cc1OC	x	8	-7	3.1	x	9	-4	-10	0
O=C(COC(=O)CC1CCS(=O)(=O)C1)Nc1ccc(F)cc1 (stereo unspecified)	7	0	7	0.7	-9	8	0	7	-12
CCS(=O)(=O)N1N=C(c2cccc(NS(C)(=O)=O)c2)CC1c1cccs1 (stereo unspecified)	9	10	-7	2.8	-26	-5	-4	6	-6
CCC(=O)Nc1ccc(C(=O)COC(=O)c2sc(C)nc2C)cc1	1	5	-2	1.2	-2	-14	-1	x	-11
COc1ccc(CN2CCCC(C(=O)Nc3cccc(-n4cccn4)c3)C2)c(F)c1 (stereo unspecified)	5	-11	4	4.3	4	-7	-4	-23	2
O=C1Nc2ccccc2N(O)N1c1cc(-c2cccc(Cl)c2)no1	1	5	-4	0.9	-5	16	-2	-2	-6
O=C(N/C(=C\c1cccc(Br)c1)C(=O)N1CCCCC1)c1ccco1	3	6	-5	2.5	17	4	-2	-6	-8
Cc1noc(C)c1-c1nc(CS(=O)(=O)c2ccc(F)cc2)no1	2	5	-2	0.4	-23	14	-3	-15	-5

3 entries already listed, ordered by their value in CHRM1 antagonist, highest first.
SMILES | CHRM1 antagonist
O=C(N/C(=C\c1cccc(Br)c1)C(=O)N1CCCCC1)c1ccco1 | -5
Cc1nc(C(=O)N2CCCC(N3CCN(c4ccccc4C)CC3)C2)cs1 (stereo unspecified) | -16
CN(Cc1ccccc1)C(=O)COc1cc(=O)n(C)c2ccccc12 | -17

The list continues.
SMILES	TAAR1 agonist	CHRM1 PAM	CHRM1 antagonist	CHO-K1 Ca ag	TAAR1 antagonist	CHO-K1 Ca PAM	CHRM1 agonist	CHO parental Ca	CHO-K1 Ca antag
COc1ccc2c(c1)SC(C)CC2=O (stereo unspecified)	6	10	-10	0.0	3	20	-3	-5	-6
Cc1cc2ncn(CCC(=O)NC3CCCC3)c2cc1C	12	-5	16	19*	4	5	-5	-10	9
COc1ccc(NC(=O)/C(C#N)=C/c2ncc([N+](=O)[O-])n2C)c(OC)c1	1	3	-7	2.6	-16	23	-4	-8	-12
O=C(CN1C(=O)NC2(CCCCCC2)C1=O)c1ccc2c(c1)OCCO2	27	4	-6	3.3	9	20	2	-24	-14
O=C1CC(c2ccc(Cl)cc2)n2nc(N3C(=O)CCC3=O)nc2N1 (stereo unspecified)	9	2	-1	0.3	-10	10	-5	1	-15
COc1ccc(Cl)cc1C(=O)NC(=S)Nc1ccccc1N1CCOCC1	1	2	0	1.5	-24	8	-2	-13	-9
c1cncc(CNc2c3c(nc4nnnn24)CCCC3)c1	5	4	-2	2.8	-3	14	-6	-7	4
CCC(N)C12CC3CC(CC(O)(C3)C1)C2 (stereo unspecified)	7	6	-10	0.1	5	8	-3	5	-3
CC(=O)Nc1ccccc1-c1nnn(CC(=O)Nc2ccc3c(c2)OCCO3)n1	8	14	-7	2.7	5	28	-8	-5	-11
CN(C)c1ccc(N=Cc2nc(-c3ccccc3)oc2OC(=O)c2cccc(Cl)c2)cc1	5	-5	-1	0.7	-5	6	-2	2	-13
O=C(CN1CCCC1)N1c2ccccc2C=Cc2ccccc21	1	-22	90*	0.7	2	9	-6	-9	-22
Oc1[nH]c2ccccc2c1C=NCC1CCCO1 (stereo unspecified)	0	4	4	0.5	-5	20	-4	7	1

Part of the list above, reduced to CHO parental Ca:
Molecule | CHO parental Ca
COc1ccc(NC(=O)/C(C#N)=C/c2ncc([N+](=O)[O-])n2C)c(OC)c1 | -8
O=C1CC(c2ccc(Cl)cc2)n2nc(N3C(=O)CCC3=O)nc2N1 (stereo unspecified) | 1
O=C(CN1C(=O)NC2(CCCCCC2)C1=O)c1ccc2c(c1)OCCO2 | -24

(continued)
SMILES	TAAR1 agonist	CHRM1 PAM	CHRM1 antagonist	CHO-K1 Ca ag	TAAR1 antagonist	CHO-K1 Ca PAM	CHRM1 agonist	CHO parental Ca	CHO-K1 Ca antag
COc1cc(CNCc2ccccc2Cl)ccc1OCC(=O)NC1CCCCC1	2	-14	21	2.0	-16	6	-5	-19	-4
COc1cccc(/C=C/C(=O)N(C)CC(=O)Nc2ccc(Cl)c(C(F)(F)F)c2)c1	4	1	3	0.1	-11	11	-2	4	-2
O=C(C1CCCCC1)N1CCCC(c2nc(-c3ccc(F)cc3)no2)C1 (stereo unspecified)	3	3	-8	3.6	-7	8	3	-9	-6
O=C(CNC(=O)c1ccccc1F)NCCOc1cccc(Cl)c1Cl	-1	6	1	0.3	-7	3	-4	-14	4
COc1ccc(/C=N/NC(=O)c2ccc3nc[nH]c3c2)cc1OC	0	-13	32	2.9	11	-8	-1	-8	4
Cc1ccc(-n2nc3c(N4CCC(C(=O)NCc5ccc(C)o5)CC4)nnc(C)c3c2C)cc1	-2	3	-4	-0.7	-41	-2	-6	-32	-8
O=C(NCc1n[nH]c(=S)n1-c1ccccc1)c1cccs1	0	-5	4	11	-3	17	-4	-1	0
Cc1cccc(CSC2=NN3CCCC(=O)N=C3S2)c1	7	-9	3	2.1	-4	8	-11	-12	-12
Cc1ccc(N(Cc2cc3ccc(C)cc3[nH]c2=O)S(=O)(=O)c2ccccc2)cc1	-1	1	-1	1.3	-4	19	-2	-14	-14
C=CCOC(=O)C1=C[C@H](c2ccc(C(F)(F)F)cc2)C[C@H](OCCCCO)O1	0	-3	6	-0.1	-4	10	-3	-7	-5
C/C(=N\Nc1cccc(Cl)c1)c1ccncc1	-1	1	1	0.1	9	-1	-5	-13	-6
COc1ccc2[nH]c(C)c(CN3CCC(C)CC3)c(=O)c2c1	0	2	-3	1.9	-27	3	-7	-13	-18
Cc1nn(Cc2ccccc2Cl)c(C)c1C(=O)NCCN1C(=O)S/C(=C\c2ccccc2)C1=O	2	1	2	0.9	-15	5	-2	-25	1
Cc1ccc(C)c(Nc2ccc3nonc3c2[N+](=O)[O-])c1	2	13	-13	0.5	-2	9	-3	x	1
CC(C)N1CCC(N2CCN(Cc3ccc(-c4ccc(Cl)cc4)o3)CC2CCO)CC1 (stereo unspecified)	-3	-5	13	3.9	-10	10	-4	-20	-6
COC(=O)[C@@H]1C[C@@]2(O)[C@H](O)[C@H](O)[C@H](O)C[C@H]2N1Cc1ccc(C)s1	8	1	-6	0.1	-2	20	-2	2	-9
COc1ccc(OC)c(S(=O)(=O)N2CCCC(C(=O)N3CCC(C(N)=O)CC3)C2)c1 (stereo unspecified)	0	0	1	0.1	5	-7	-2	8	0
CC(C)Cn1c(SCC(=O)N2CCOCC2)nc2ccccc2c1=O	11	-4	12	-0.2	-5	-7	-3	-23	10
Cc1ccc(NC(=O)c2ccc3c(c2)CCN3S(C)(=O)=O)cc1C	6	5	-4	3.1	17	8	-6	15	-3
COc1cc(C(=O)OCC(=O)NCCCc2ccccc2)ccc1OCC(C)C	3	6	-9	-0.6	-16	8	-3	-12	-8
CCCCSc1nc2c(cnn2-c2ccccc2)c(=O)n1N	14	5	-1	1.0	7	-15	-7	-17	15
Cc1cccc2[nH]c3c(N4CCC5(CC4)OCCO5)ncnc3c12	12	1	0	3.1	10	10	-2	-17	6
COC(=O)CN1C(=S)N(c2ccc(Cl)cc2)C(=O)C1CC(=O)Nc1ccccc1 (stereo unspecified)	12	2	-1	7.4	47	18	-3	3	-13
CCc1ccc(C(O)c2ncc(-c3cccc(OC)c3)[nH]2)cc1 (stereo unspecified)	x	-1	-5	2.2	x	3	0	x	-10
COc1ccc(Cl)cc1NC(=O)Nc1ccccc1C(N)=O	2	5	0	4.3	-6	15	-4	-13	7
CCn1cc(C(=O)NC(C)CCc2ccccc2)c(=O)c2cc(S(=O)(=O)N(C)C)ccc21 (stereo unspecified)	3	0	-2	3.1	-7	3	-6	-17	-5
COC(=O)c1ccsc1-n1cc(C#N)c(=O)n(C)c1=O	2	2	2	0.4	15	-5	-5	6	-3
CCc1ccc(OCCn2cccn2)cc1	0	13	-9	0.3	-1	20	-9	2	-2
COc1ccc(OC(C)C(=O)Nc2cccc(OC)c2)cc1 (stereo unspecified)	9	-3	-6	0.1	11	6	-4	-13	0
CC(NC(=O)OCc1ccccc1)C(=O)N1CC(O)CC1C(=O)O (stereo unspecified)	6	10	-18	0.5	-4	18	-4	x	-16
Clc1ccc(OCc2noc(-c3ccsc3)n2)c(Cl)c1	10	3	-15	0.9	1	13	-3	-22	-15
CN(C)c1cccc2c1c(NS(=O)(=O)c1cn(C)cn1)nn2C	0	12	-17	1.8	-1	22	-1	1	-14
CCC(=O)Oc1c(C(=O)CC)cc2c(C)cc(=O)oc2c1C	5	11	-1	-0.3	-22	18	0	-11	-8
O=[N+]([O-])c1ccc2c(c1)nc(CO)n2Cc1ccccc1	4	4	-6	1.1	3	11	-7	-1	0
CCn1c(C(=O)O)c(CC(=O)Nc2ccccc2OC)c2ccccc21	0	6	-4	0.0	-22	14	-3	3	5
CC(=O)C1=C(C)N(Cc2ccccc2)C(=O)N[C@H]1c1cccc(F)c1	13	-2	9	-0.2	7	12	-4	-16	-12
CCOc1ccc2c(c1)sc(N)[n+]2Cc1cc(C)cc2cccnc12	25	-24	70*	6.1	-7	3	-7	-8	1
COc1ccc(-c2csc(N(C)C(=O)c3cccs3)n2)cc1	3	11	-8	1.1	-6	9	-3	-7	-14
COc1ccc(/C=C/C(=O)N2CCN(C)CC2)cc1S(=O)(=O)N1CCCCC1	6	2	0	0.6	4	2	-16	-17	-4
O=S(=O)(Nc1cccc(S(=O)(=O)N2CCOCC2)c1)c1ccc2c(c1)OCCO2	12	-2	0	12	9	11	-3	-17	7
COc1cc(-c2nc(=S)[nH][nH]2)cc(OC)c1OC	4	10	-9	-0.3	10	18	-6	-3	2
CCc1ccc2c(c1)C1(C(=O)N2)N2CCCC2C(C(=O)c2ccc3ccccc3c2)C12C(=O)Nc1ccccc12 (stereo unspecified)	1	14	-1	0.2	-3	17	0	-13	-2
Clc1ccc(CN2CC[C@H]3C=CCc4cccc(c43)C2)cc1	15	3	-7	-0.7	-11	-4	-6	-36	-13
CCOC(=O)c1cccc(NC(=O)C2CCN(S(=O)(=O)c3cccs3)CC2)c1	x	-2	-2	5.1	x	1	-2	6	2
O=C(Nc1ccc(S(=O)(=O)N2CCOCC2)cc1)c1ccc2c(c1)OCO2	4	2	-2	0.1	-27	-20	-2	15	15
